Bioassay records: PubChem BioAssay, Sanford-Burnham Center for Chemical Genomics
tim23-1 inh: inhibits growth of tim23-1 mutant yeast; S. cerevisiae tim23-1 growth, BacTiter-Glo luminescence, 24 h; inhibition, % at 20 µM; hit rate 1.3% among 330,000;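 active = growth inhibition of the mutant yeast at or above 50%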;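 note: temperature-sensitive mutant grown at 25 °C; plate controls were DMSO-treated mutant yeast for no effect and medium wells lacking yeast for full effect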
tim10-1 inh: growth inhibitors of tim10-1 mutant yeast; S. cerevisiae tim10-1 ts strain growth, BacTiter-Glo, 24 h; inhibition, % at 20 µM; hit rate 2.2% among 330,000; AID 463190;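 active = inhibition of at least 40%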;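 note: mutant grown at 25 °C; 0% = DMSO wells with yeast and 100% = wells holding no yeast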
TIM10 inh: inhibits growth of TIM10 yeast strain. S. cerevisiae TIM10 strain growth, BacTiter-Glo luminescence, 24 h. inhibition, % at 10 µM. hit rate 1.4% among 330,000. AID 463195;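 active = inhibition of 40% or more at the single tested concentration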;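 note: wild-type TIM10 isogenic control strain grown at permissive 25 °C; 0% = DMSO yeast wells and 100% = minimal medium wells without yeast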
NLRP3 yeast inh: inhibitors of NALP3 inflammasome in yeast. hit rate 0.39% among 330,000. Yeast reconstituted NLRP3/ASC/caspase-1, beta-gal luminescence, 24 h. inhibition, % at 10 µM;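 active = inhibition of 50% or more; inactive = inhibition below 50%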;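 note: plate controls were induced DMSO wells for no effect and uninduced yeast grown without galactose for full effect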
XBP1 UPR activ: adaptive UPR (XBP1) activation. AID 463104. CHO-XBP1 luciferase reporter, IRE1-XBP1 UPR activation, luminescence; percent of tunicamycin response, DMSO as zero. activation, % at 20 µM. hit rate 0.33% among 330,000;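 active = versus positive control, 20 µM dose yields 30% or more activation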;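 note: 100% = tunicamycin at 10 µg/mL and 0% = DMSO only wells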
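incubation = overnight seeding at 37 °C, 6 h compound treatment at 37 °C | assay system = CHO-XBP1 cells stably carrying IRE1-XBP1-driven luciferase reporter | input = 1000 cells per well | detection = luciferase luminescence | dosing = single point, 20 µM final compound, 1% DMSO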
APJ agonist: activates the human apelin receptor APJ. hit rate 0.11% among 330,000. CHO-K1 APJ PathHunter beta-arrestin, luminescence; 0% DMSO wells, 100% apelin. activation, % at 20 µM. P35414. AID 2520;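 active = activation more than six SD over the plate average, tested at 20 µM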;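 note: 0% = DMSO alone and 100% = apelin-13 at 10 nM; some results filed as inactive read as strong as hits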
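assay system = CHO-K1 APJ beta-arrestin complementation cell line | input = cell density 1000 per well | dosing = compound 20 µM once, DMSO 1% | timing = compound 90 min 25 °C, reagent 1 h | measured by = luminescence from split beta-galactosidase complementation, Galacton Star/Emerald II substrate | read-out basis = APJ agonist activity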
Mdm2-MdmX inh: disrupts the human Mdm2-MdmX interaction; O15151+Q00987; SaOS-2 split-luciferase Mdm2/MdmX complementation, luminescence; inhibition, % at 8 µM; hit rate 3% among 330,000; AID 485346;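 active = inhibition of at least 50% at 8 µM in the primary screen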
Target sequence (O15151 whole entry, looked up): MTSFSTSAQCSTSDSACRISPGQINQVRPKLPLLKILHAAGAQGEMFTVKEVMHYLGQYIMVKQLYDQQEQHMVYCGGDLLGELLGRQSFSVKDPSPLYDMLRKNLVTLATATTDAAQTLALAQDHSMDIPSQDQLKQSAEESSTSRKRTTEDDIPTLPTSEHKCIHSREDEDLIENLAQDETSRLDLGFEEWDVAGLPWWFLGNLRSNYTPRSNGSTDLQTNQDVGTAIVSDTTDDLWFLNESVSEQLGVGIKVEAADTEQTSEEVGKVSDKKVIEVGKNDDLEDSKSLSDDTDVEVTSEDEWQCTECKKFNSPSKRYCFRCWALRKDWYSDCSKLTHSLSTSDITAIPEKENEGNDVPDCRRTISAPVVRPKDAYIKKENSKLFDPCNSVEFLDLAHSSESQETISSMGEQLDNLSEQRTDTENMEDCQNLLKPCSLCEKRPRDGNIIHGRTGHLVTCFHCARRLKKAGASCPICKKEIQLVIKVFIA
Target sequence (Q00987 whole entry, looked up): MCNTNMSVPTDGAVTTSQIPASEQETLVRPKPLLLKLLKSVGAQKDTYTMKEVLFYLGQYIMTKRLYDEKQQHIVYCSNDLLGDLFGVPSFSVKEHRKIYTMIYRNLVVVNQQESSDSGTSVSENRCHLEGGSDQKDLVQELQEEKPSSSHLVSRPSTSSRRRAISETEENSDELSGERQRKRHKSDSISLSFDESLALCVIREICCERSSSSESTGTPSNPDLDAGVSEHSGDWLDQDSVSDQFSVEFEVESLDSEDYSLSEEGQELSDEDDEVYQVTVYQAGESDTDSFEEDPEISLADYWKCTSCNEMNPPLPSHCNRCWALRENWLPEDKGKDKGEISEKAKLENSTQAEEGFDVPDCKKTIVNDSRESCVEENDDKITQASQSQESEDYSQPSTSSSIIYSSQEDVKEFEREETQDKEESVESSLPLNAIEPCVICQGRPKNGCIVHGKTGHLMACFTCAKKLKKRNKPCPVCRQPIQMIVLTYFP
CHOP UPR activ: apoptotic UPR (CHOP) activation. CHO-CHOP luciferase reporter, luminescence; percent of tunicamycin response over DMSO baseline. hit rate 0.34% among 330,000. activation, % at 10 µM. AID 449763;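 active = at 10 µM dose, activation of 40% or more, normalized to positive control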;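 note: 100% = tunicamycin at 10 µg/mL and 0% = DMSO alone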
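System: CHO-CHOP luciferase reporter cell line; amount: 500 cells/well; buffer or medium: F12 medium containing 10% fetal bovine serum; incubation: 6 h compound exposure at 37 °C after overnight seeding; measured by: luciferase luminescence after 10 min with Steady-Glo reagent; evaluation: % reporter activation, DMSO baseline versus tunicamycin full activation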
GRIN3A LBD mod: modulates the human NR3A ligand-binding domain; AID 1259313; Tm shift relative to glycine control, % at 25 µM; NR3A LBD differential scanning fluorimetry, Tm shift; 0% = protein alone, 100% = glycine-bound protein; hit rate 2.5% among 340,000;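 active = melting temperature shift of at least 10% of the positive control shift, at one fixed dose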
* marks the source's active call; other numbers are inactive results.

For CCCN(CCC)CC(O)CN(c1cc([N+](=O)[O-])ccc1OC)S(=O)(=O)c1ccccc1 (stereo not given) the results were tim23-1 inh 5, tim10-1 inh 15, TIM10 inh 14, NLRP3 yeast inh 5, XBP1 UPR activ 1, APJ agonist -7, Mdm2-MdmX inh 5, CHOP UPR activ -0.6 and GRIN3A LBD mod 0.
`Cn1nc(N)c2c(-c3ccccc3)c(C#N)c(N)nc21` gave tim23-1 inh 6, tim10-1 inh 4, TIM10 inh 7, NLRP3 yeast inh 1, XBP1 UPR activ 4, APJ agonist -2, Mdm2-MdmX inh 6, CHOP UPR activ -1.4 and GRIN3A LBD mod -7.
CCN(CC)CCN(C(=O)c1ccc(CN2CCCCC2)o1)C(C(=O)NC1CCCCC1)c1ccc(F)cc1 (stereo not given) was read as tim23-1 inh 7, tim10-1 inh -18, TIM10 inh -13, NLRP3 yeast inh 17, XBP1 UPR activ -3, APJ agonist -2, Mdm2-MdmX inh 25, CHOP UPR activ -1.5 and GRIN3A LBD mod -2.
Screening CC(C)(C)OC(=O)N1CCC(C(=O)N[C@H](Cc2ccccc2)C(=O)O)CC1 returned tim23-1 inh 1, tim10-1 inh -12, TIM10 inh 1, NLRP3 yeast inh 14, XBP1 UPR activ -2, APJ agonist -2, Mdm2-MdmX inh 6, CHOP UPR activ 0.1 and GRIN3A LBD mod 3.
Screening N#Cc1c(/N=C/c2cccs2)sc2c1CCC2 returned tim23-1 inh 16, tim10-1 inh 9, TIM10 inh 17, NLRP3 yeast inh 33, XBP1 UPR activ 0, APJ agonist -8, Mdm2-MdmX inh -120, CHOP UPR activ 4.0 and GRIN3A LBD mod 4.
Screening Cc1nn(-c2ccccc2)c(C)c1/C=N/NC(=O)c1cc(-c2ccccc2)n[nH]1 returned tim23-1 inh 14, tim10-1 inh -25, TIM10 inh -22, NLRP3 yeast inh 23, XBP1 UPR activ 14, APJ agonist 5, Mdm2-MdmX inh 59*, CHOP UPR activ -0.7 and GRIN3A LBD mod 9.
`COc1cc2c(=O)n(Cc3ccccc3)c(=O)n(CC(=O)NCC3CCCO3)c2cc1OC` (stereo not given) gave tim23-1 inh 21, tim10-1 inh 3, TIM10 inh -9, NLRP3 yeast inh -6, XBP1 UPR activ 2, APJ agonist -1, Mdm2-MdmX inh -2, CHOP UPR activ 1.6 and GRIN3A LBD mod 0.
For Cc1ccc(/C=C/C(=O)Nc2ccc(S(=O)(=O)Nc3ncccn3)cc2)cc1 the results were tim23-1 inh 7, tim10-1 inh 4, TIM10 inh 6, NLRP3 yeast inh 8, XBP1 UPR activ -2, APJ agonist -4, Mdm2-MdmX inh 9, CHOP UPR activ 0.1 and GRIN3A LBD mod -39.
Cc1cc(Cl)cc(Cl)c1OCCN1CCCC1 was read as tim23-1 inh -11, tim10-1 inh -16, TIM10 inh -4, NLRP3 yeast inh 15, XBP1 UPR activ -5, APJ agonist -3, Mdm2-MdmX inh -11, CHOP UPR activ 2.4 and GRIN3A LBD mod -1.
`C=CCO/N=C(\C)c1c(O)c(C)c(-c2ccccc2)n(-c2ccccc2)c1=O` gave tim23-1 inh 33, tim10-1 inh 21, TIM10 inh 31, NLRP3 yeast inh 11, XBP1 UPR activ -2, APJ agonist 2, Mdm2-MdmX inh 9, CHOP UPR activ 0.6 and GRIN3A LBD mod 1.
`Cc1cccc(-c2nn(-c3ccccc3)cc2C(=O)Nc2cccc(S(=O)(=O)NC3=NCCC3)c2)c1` gave tim23-1 inh 17, tim10-1 inh 8, TIM10 inh 7, NLRP3 yeast inh 6, XBP1 UPR activ -1, APJ agonist -1, Mdm2-MdmX inh 11, CHOP UPR activ 2.1 and GRIN3A LBD mod 2.
Cc1ccc(C(=O)O)cc1S(=O)(=O)N1CCOCC1 was read as tim23-1 inh 3, tim10-1 inh 5, TIM10 inh -6, NLRP3 yeast inh 12, XBP1 UPR activ -1, APJ agonist -1, Mdm2-MdmX inh 21, CHOP UPR activ -0.2 and GRIN3A LBD mod 1.
Cc1nc2nc(C)c(CCC(=O)N3CCc4ccccc43)c(C)n2n1 was read as tim23-1 inh 4, tim10-1 inh 18, TIM10 inh 2, NLRP3 yeast inh -1, XBP1 UPR activ 0, APJ agonist -4, Mdm2-MdmX inh 18, CHOP UPR activ -1.3 and GRIN3A LBD mod 1.
For O=S(=O)(c1cccc(-c2nnc3n2CCCCC3)c1)N1CCOCC1 the results were tim23-1 inh 4, tim10-1 inh -5, TIM10 inh -17, NLRP3 yeast inh -6, XBP1 UPR activ 0, APJ agonist -3, Mdm2-MdmX inh 16, CHOP UPR activ -0.5 and GRIN3A LBD mod 0.
O=C(N/N=C/c1ccc(N2CCOCC2)s1)c1ccccc1Cl was read as tim23-1 inh 12, tim10-1 inh 11, TIM10 inh 8, NLRP3 yeast inh 22, XBP1 UPR activ -2, APJ agonist -3, Mdm2-MdmX inh -14, CHOP UPR activ -0.6 and GRIN3A LBD mod -4.

Reprinted from the part before: 4 compounds, then new ones.
Cc1ccc(C(=O)O)cc1S(=O)(=O)N1CCOCC1 was read as tim23-1 inh 3, tim10-1 inh 5, TIM10 inh -6, NLRP3 yeast inh 12, XBP1 UPR activ -1, APJ agonist -1, Mdm2-MdmX inh 21, CHOP UPR activ -0.2 and GRIN3A LBD mod 1.
Cc1nc2nc(C)c(CCC(=O)N3CCc4ccccc43)c(C)n2n1 was read as tim23-1 inh 4, tim10-1 inh 18, TIM10 inh 2, NLRP3 yeast inh -1, XBP1 UPR activ 0, APJ agonist -4, Mdm2-MdmX inh 18, CHOP UPR activ -1.3 and GRIN3A LBD mod 1.
For O=S(=O)(c1cccc(-c2nnc3n2CCCCC3)c1)N1CCOCC1 the results were tim23-1 inh 4, tim10-1 inh -5, TIM10 inh -17, NLRP3 yeast inh -6, XBP1 UPR activ 0, APJ agonist -3, Mdm2-MdmX inh 16, CHOP UPR activ -0.5 and GRIN3A LBD mod 0.
O=C(N/N=C/c1ccc(N2CCOCC2)s1)c1ccccc1Cl was read as tim23-1 inh 12, tim10-1 inh 11, TIM10 inh 8, NLRP3 yeast inh 22, XBP1 UPR activ -2, APJ agonist -3, Mdm2-MdmX inh -14, CHOP UPR activ -0.6 and GRIN3A LBD mod -4.
For Cc1ccc(Nc2ccc(C(=O)NCCc3ccccc3)cn2)cc1 the results were tim23-1 inh 12, tim10-1 inh -3, TIM10 inh 7, NLRP3 yeast inh 24, XBP1 UPR activ -1, APJ agonist -2, Mdm2-MdmX inh 20, CHOP UPR activ 0.1 and GRIN3A LBD mod 24*.
`Cc1cc(=O)[nH]c(N/N=C/c2sccc2C)n1` gave tim23-1 inh 15, tim10-1 inh -1, TIM10 inh 5, NLRP3 yeast inh -11, XBP1 UPR activ -1, APJ agonist 1, Mdm2-MdmX inh 6, CHOP UPR activ 3.5 and GRIN3A LBD mod 0.
Screening O=C(O)c1ccccc1S(=O)(=O)CC(=O)N1CCCCC1 returned tim23-1 inh 1, tim10-1 inh -7, TIM10 inh 8, NLRP3 yeast inh 12, XBP1 UPR activ 1, APJ agonist -3, Mdm2-MdmX inh 12, CHOP UPR activ 0.5 and GRIN3A LBD mod 0.
COC(=O)[C@H](CC(C)C)NC(=O)Cn1cnc2c(OCc3ccccc3)ncnc21 was read as tim23-1 inh -3, tim10-1 inh 9, TIM10 inh 6, NLRP3 yeast inh -1, XBP1 UPR activ -2, APJ agonist 1, Mdm2-MdmX inh 14, CHOP UPR activ 1.2 and GRIN3A LBD mod 97*.
For COc1cc(CN2CCNC(=O)C2CC(=O)NCCc2ncccc2C)cc(OC)c1 (stereo not given) the results were tim23-1 inh 2, tim10-1 inh -4, TIM10 inh 6, NLRP3 yeast inh 0, XBP1 UPR activ -3, APJ agonist -3, Mdm2-MdmX inh -17, CHOP UPR activ 1.4 and GRIN3A LBD mod -1.
COC(=O)Cn1c2ccc(C)cc2c2nc3ccccc3nc21 was read as tim23-1 inh -2, tim10-1 inh -15, TIM10 inh 7, NLRP3 yeast inh 12, XBP1 UPR activ 11, APJ agonist -2, Mdm2-MdmX inh -2, CHOP UPR activ 2.1 and GRIN3A LBD mod 2.
COc1ccc2c(c1)Cc1sc(NC(=O)c3ccccc3)nc1-2 was read as tim23-1 inh 3, tim10-1 inh 3, TIM10 inh -1, NLRP3 yeast inh 11, XBP1 UPR activ 3, APJ agonist -16, Mdm2-MdmX inh -9, CHOP UPR activ 7.9 and GRIN3A LBD mod 10*.
`CCOC(=O)C1(C)Oc2ccccc2C(c2ccc(OC)cc2)=C1C(=O)OC` (stereo not given) gave tim23-1 inh 38, tim10-1 inh 17, TIM10 inh 0, XBP1 UPR activ -1, Mdm2-MdmX inh -9, CHOP UPR activ 2.8 and GRIN3A LBD mod 0.
O=C(NC1CCCC1)C1CCN(C(=O)c2ccc(Cl)cc2Cl)CC1 was read as tim23-1 inh 3, tim10-1 inh -1, TIM10 inh -24, NLRP3 yeast inh 18, XBP1 UPR activ 0, APJ agonist 0, Mdm2-MdmX inh 3, CHOP UPR activ 0.2 and GRIN3A LBD mod -2.
Screening CC1(C)Cc2c(c(=S)nc(-c3ccccc3)n2Cc2cccnc2)CO1 returned tim23-1 inh 11, tim10-1 inh -3, TIM10 inh 6, NLRP3 yeast inh 23, XBP1 UPR activ -4, APJ agonist 1, Mdm2-MdmX inh -17, CHOP UPR activ 0.0 and GRIN3A LBD mod 0.
For CCc1ccccc1Nc1nc2ccccc2n1CC the results were tim23-1 inh 14, tim10-1 inh 14, TIM10 inh -12, NLRP3 yeast inh 11, XBP1 UPR activ -3, APJ agonist 1, Mdm2-MdmX inh 6, CHOP UPR activ 1.0 and GRIN3A LBD mod 0.
For COc1ccc(-n2nc(C(=O)NCC(=O)NCCN(C)C)c3ccccc3c2=O)c(OC)c1 the results were tim23-1 inh 16, tim10-1 inh -9, TIM10 inh 6, NLRP3 yeast inh -3, XBP1 UPR activ -8, APJ agonist -4, Mdm2-MdmX inh -13, CHOP UPR activ 0.0 and GRIN3A LBD mod -2.
For O=C(c1ccccc1OCc1ccccc1Br)N1CCN(c2ncccn2)CC1 the results were tim23-1 inh 37, tim10-1 inh 21, TIM10 inh 21, NLRP3 yeast inh 17, XBP1 UPR activ 1, APJ agonist -3, Mdm2-MdmX inh 5, CHOP UPR activ -2.2 and GRIN3A LBD mod 0.
For CCN1CCN(c2cc(C)c3cc(NC(=S)N4CCN(c5ccccc5F)CC4)ccc3n2)CC1 the results were tim23-1 inh 26, tim10-1 inh 8, TIM10 inh 7, NLRP3 yeast inh 30, XBP1 UPR activ 2, APJ agonist 2, Mdm2-MdmX inh 80*, CHOP UPR activ 6.8 and GRIN3A LBD mod 1.
`CCOc1ccc(NC(=O)CC(Cc2ccc(Cl)cc2)C(=O)O)cc1` (stereo not given) gave tim23-1 inh 7, tim10-1 inh 11, TIM10 inh 7, NLRP3 yeast inh 7, XBP1 UPR activ 3, APJ agonist -3, Mdm2-MdmX inh 7, CHOP UPR activ 1.2 and GRIN3A LBD mod -2.
